Assay outcomes (PubChem BioAssay)
ARNT TACC3 PPI – disruptors of human ARNT/TACC3 interaction. AID 623870. Q9Y6A5. hit rate 0.66% among 390,000. inhibition, % at 9.99 µM. AlphaScreen His-ARNT PAS-B/GST-TACC3 binding, luminescence; TACC3 fragment carries E629A point mutation;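 active means mean inhibition of replicates at least 50% and at least half of replicates each reaching 50%; inconclusive means half or more replicates reach 50% but mean below 50%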;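 further: 0% = complete ARNT plus TACC3 wells and 100% = ARNT alone without TACC3; many hits fall short of the cut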
XiGFP reactiv – activators of X-chromosome reactivation in mouse fibroblasts. activation, % at 7.58 µM. hit rate 0.055% among 360,000. AID 743238. XiGFP mouse fibroblasts, % GFP-positive cells imaging, 3 d; cells co-treated with 5-aza-dC sensitizer; scaled so ellipticine positive control = 100%;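 active means mean normalized replicate activation at least 10% and every replicate at or above 10%; inconclusive means only one of the two criteria met; inactive means mean below 10% and not all replicates reach 10%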;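 further: 0% = median of on-plate neutral control wells and 100% = ellipticine 6 µM median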
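Material: SV40-immortalized XiGFP fibroblast cells, line 68-5-11 | Buffer or medium: DMEM containing 5-aza-dC | Dosing: One concentration, pinned | Times: 3 d treatment, 15 min room-temperature fixation | Controls: Ellipticine 6 µM positive control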
RAD54 inh – RAD54 (human) branch migration inhibition; inhibition, % at 10.4 µM; RAD54 Holliday junction branch migration, FAM/BHQ fluorescence; hit rate 0.14% among 360,000; Q92698;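 active means mean normalized replicate activity at least 40 and at least half of replicates scoring 40 or more; inconclusive means only one of the two criteria met; inactive means mean below 40 and under half of replicates reaching 40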;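 further: 0% = median of neutral control wells and 100% = median of positive control wells; inhibitors cause a drop in the FAM fluorescence signal; in these data hits start at about 50%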
CFTR F508del cor – correctors of CFTR F508del function in bronchial epithelial cells | CFBE cells, YFP halide quenching; stimulated with forskolin plus potentiator P3; % fluorescence drop versus neutral controls | activity (quench increase), % at 7.58 µM | hit rate 0.36% among 350,000 | AID 720511;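 active means mean added fluorescence quench of at least 8% versus neutral control, with both replicates also reaching 8%; inconclusive means only one of the mean or replicate conditions met; inactive means mean below 8% and not both replicates reaching 8%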;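 further: cells transiently co-express mutant CFTR-F508del with the halide-sensitive YFP; corrector assay measuring rescue of mutant channel to the surface after 24 h compound exposure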
esBAF inh – inhibitors of esBAF chromatin remodeling in mouse ES cells; hit rate 2% among 350,000; reporter increase, % at 12.5 µM; Bmi1-luciferase knock-in reporter, 24 h; 100% = twice the neutral-well signal; in the data active means activation above about 40%; inconclusive means no clear call, values can overlap the other calls;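 further: 0% = median of the plate's neutral control wells and 100% = double that signal; a rise in the Bmi1 reporter signal indicates esBAF inhibition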
ERAP1 HTS inh – ERAP1 (human) enzyme inhibition. recombinant ERAP1, Leu-AMC fluorescence, 60 min. AID 652197. inhibition, % at 10.7 µM. hit rate 0.15% among 340,000. Q9NZ08;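 active means mean replicate inhibition of at least 30%, or all replicates individually reaching that 30% level; inactive means mean below 30% and not every replicate reaching it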;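 further: 0% = neutral control wells and 100% = L-leucinethiol positive control wells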
INS-1E GSIS act – GLuc luminescence reporter in INS-1E cells, primary screen for activators of glucose-dependent secretion of insulin; INS-1E GLuc reporter insulin secretion, 2-3 h; activation, % at 16.6 µM; hit rate 0.61% among 370,000; AID 743287;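 active means lowest replicate activation of at least 40%, so every replicate reaches that level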;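 further: 0% = median of neutral control wells and 100% = median of IBMX positive control wells; some compounds called inactive have numbers as strong as hits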
RAD52 inh – RAD52 (human) annealing inhibition; P43351; recombinant RAD52 DNA annealing, FRET fluorescence; inhibition, % at 18.7 µM; hit rate 0.46% among 360,000;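 active means every replicate showing at least 50% inhibition; inconclusive means mean inhibition at least 50% but not in every replicate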
Target sequence (P43351 whole entry, looked up): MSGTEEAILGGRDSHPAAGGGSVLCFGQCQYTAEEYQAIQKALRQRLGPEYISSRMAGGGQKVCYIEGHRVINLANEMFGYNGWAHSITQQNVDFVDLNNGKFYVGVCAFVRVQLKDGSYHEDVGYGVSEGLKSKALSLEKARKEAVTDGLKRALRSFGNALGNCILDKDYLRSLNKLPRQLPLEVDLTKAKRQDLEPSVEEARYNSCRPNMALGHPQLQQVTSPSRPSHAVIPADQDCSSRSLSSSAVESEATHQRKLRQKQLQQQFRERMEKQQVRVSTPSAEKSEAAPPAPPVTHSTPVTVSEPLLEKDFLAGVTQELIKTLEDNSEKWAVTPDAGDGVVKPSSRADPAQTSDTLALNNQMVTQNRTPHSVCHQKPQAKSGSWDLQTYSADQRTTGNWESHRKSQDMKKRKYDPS
An asterisk follows results filed as active; ? = inconclusive; nt = not tested or not shown; & = joins results of further samples.

SMILES | ARNT TACC3 PPI | XiGFP reactiv | RAD54 inh | CFTR F508del cor | esBAF inh | ERAP1 HTS inh | INS-1E GSIS act | RAD52 inh
COc1ccc(Nc2nc(C)nc3c2oc2ccccc23)c(OC)c1 | 8 | 0.3 | -9 | -3.0 | -8 | 11 | 46 | -15
O=C(OCC(=O)N1CCOCC1)c1ccc(Cl)c(S(=O)(=O)N2CCc3ccccc32)c1 | -6 | 0.1 | nt | -3.0 | -2 | -3 | -10 | 1
COC(=O)c1ccc(N=Cc2c(-c3ccccc3)[nH][nH]c2=O)cc1 | -1 | 0.0 | nt | -1.1 | nt | 3 | 1 | 0
CCc1sc(C(C2C(=O)CC(C)(C)CC2=O)C2C(=O)CC(C)(C)CC2=O)cc1[N+](=O)[O-] | 3 | 0.1 | nt | 0.3 | nt | 1 | -6 | -4
CCC(=O)NC(c1ccc(Cl)cc1Cl)c1ccc2cccnc2c1O (stereo not given) | 14 | 0.0 | 4 | 0.6 | -46 | 0 | -19 | -6
C=CCNC(=O)c1onc(CSc2ccccn2)c1C(=O)NCC=C | -2 | -0.1 | -5 | -4.7 | -4 | 2 | 5 | -3
COc1c(F)c(F)c(C(=O)O)c(Nc2cccc(C)c2)c1F | 2 | 0.0 | nt | -1.4 | nt | 1 | -4 | -16
COc1ccc(CCN2C(=O)CC(N3CCN(C/C=C/c4ccccc4)CC3)C2=O)cc1OC (stereo not given) | 0 | 0.0 | nt | 0.4 | nt | 1 | -14 | -9
CC1CCC(NC(=O)CCNC(=O)c2ccc(Br)cc2)CC1 (stereo not given) | nt | 0.5 | -1 | 2.3 | ? | 0 | 22 | -9
CC1(C)CC(=O)c2cnc3c(C#N)cnn3c2C1 | 1 | 0.0 | nt | 0.7 | 0 | -1 | 6 | -11
C[C@@H]1CCCCO[C@H](CN(C)S(=O)(=O)c2cccs2)[C@@H](C)CN([C@@H](C)CO)C(=O)c2cc(NC(=O)CCCN(C)C)ccc2O1 | -3 | -0.9 | -3 | 0.5 | 2 | -1 | -2 | 13
CCOc1ccc(S(=O)(=O)NCc2ccc(C)cc2)c2cccnc12 | -3 | 0.0 | -5 | nt | -2 | nt | 11 | nt
CN1C(=O)c2cc(NC(=O)c3ccc(F)cc3)ccc2OC[C@@H]2O[C@@H](CC(=O)NCC3CCCCC3)CC[C@@H]21 | -4 | 0.1 | -16 | 0.0 | 8 | 0 | -22 | 8
O=C(C[C@H]1C=C[C@H](NC(=O)Nc2ccccc2F)[C@@H](CO)O1)NCc1ccc(-c2ccccc2)cc1 | nt | 0.2&-0.1 | -3 | 1.1&0.3 | -1 | -2&0 | 1 | 7&-6
CC(=O)NC1C(Oc2ccc(C)cc2)OC2COC(c3ccco3)OC2C1O (stereo not given) | -10 | 0.1 | nt | -0.7 | nt | 0 | 0 | -13
C[C@@H]1CN([C@H](C)CO)C(=O)CCCn2nncc2CO[C@@H]1CN(C)Cc1ccccc1C(=O)O | 6 | 0.3 | -11 | 2.1 | -8 | -7 | 5 | 1
Cc1c(OCC(=O)N2CCC(C(=O)NCCCC(=O)O)CC2)ccc2c1oc(=O)c1ccccc12 | 27 | 0.0 | -9 | -2.5 | 2 | 1 | 5 | -7
CN1CCN(C2CN(Cc3cn(Cc4ccc(Cl)cc4)nn3)S(=O)(=O)C2)CC1 (stereo not given) | nt | 0.0 | nt | 1.3 | nt | nt | 17 | -14
O=C(Cc1ccccn1)NCC[C@H]1CC[C@H](NS(=O)(=O)c2ccccc2)[C@@H](CO)O1 | 15 | -0.5 | -5 | -0.1 | -5 | 7 | 7 | -25
CCc1ccc(N2CC(C(=O)OCC(=O)Nc3ccc([N+](=O)[O-])cc3)CC2=O)cc1 (stereo not given) | 2 | 0.0 | 8 | 1.4 | -7 | 1 | -16 | 0

Single entries from above.
Under ERAP1 HTS inh, CC(=O)NC1C(Oc2ccc(C)cc2)OC2COC(c3ccco3)OC2C1O (stereo not given) has 0
Under XiGFP reactiv, O=C(OCC(=O)N1CCOCC1)c1ccc(Cl)c(S(=O)(=O)N2CCc3ccccc32)c1 has 0.1
Under CFTR F508del cor, COc1c(F)c(F)c(C(=O)O)c(Nc2cccc(C)c2)c1F has -1.4
Under CFTR F508del cor, C=CCNC(=O)c1onc(CSc2ccccn2)c1C(=O)NCC=C has -4.7
Under RAD52 inh, CC1(C)CC(=O)c2cnc3c(C#N)cnn3c2C1 has -11

(further entries)
SMILES | ARNT TACC3 PPI | XiGFP reactiv | RAD54 inh | CFTR F508del cor | esBAF inh | ERAP1 HTS inh | INS-1E GSIS act | RAD52 inh
CCCCN(C(=O)C1CCCC1)c1c(N)n(Cc2ccccc2)c(=O)[nH]c1=O | -6 | 0.0 | 1 | -1.4 | -8 | -3 | nt | -50
COc1cccc(-c2cnc3c(NC=O)cc(-c4ccccc4)cn23)c1 | nt | 0.2 | 11 | 4.4 | 1 | 15 | 19 | -7
O=C(C(=O)N1CCN(c2ccccc2)CC1)c1cccc(Br)c1 | nt | 0.1 | nt | 0.7 | nt | -2 | -29 | 1
CCCNC(=O)N[C@H]1CC[C@@H](CC(=O)N2CCN(C)CC2)O[C@H]1CO | -1 | 0.1 | -6 | 1.8 | -7 | -4 | 26 | 2
CCc1cc2c(=O)c(-c3ccc4c(c3)OCO4)coc2c(CN(C)C)c1O | -4 | 0.3 | 6 | 3.5 | 8 | 3 | -27 | -5
CCNc1nc(NCC)n2c(SCC(=O)Nc3cc(Cl)ccc3OC)nnc2n1 | -2 | 0.0 | -7 | -3.3 | -2 | 0 | -6 | -8
COc1ccc(NC(=O)N[C@H]2CC[C@H](CCn3cc(-c4ccc(F)cc4)nn3)O[C@@H]2CO)cc1 | 2 | 0.0 | -7 | 0.7 | 2 | -7 | -2 | 9
C=CCN1CCN(c2ccncc2S(=O)(=O)N2CCCCC2)CC1 | 1 | -0.1 | 7 | -1.2 | -2 | 0 | 3 | -19
Cc1oc2cc(O)cc(C)c2c(=O)c1-c1cnn(-c2ccccc2)c1 | -6 | nt | 11 | nt | 9 | nt | -16 | nt
CC1(Cc2ccccc2Cl)C(=O)Nc2cc(-c3ccccc3Cl)ccc21 (stereo not given) | nt | -0.1 | -7 | 0.3 | -13 | -2 | -4 | -25
O=C(Nc1ccc(F)cc1)Nc1ccc2c(c1)[C@H]1C[C@@H](CC(=O)N3CCOCC3)O[C@@H](CO)[C@H]1O2 | -10 | 0.2 | 0 | -0.3 | -3 | 1 | 4 | 3
S=C1Cc2ccccc2N1 | 33 | -0.1 | 9 | -14 | -45 | 4 | -16 | -6
Clc1ccc(C2CC(c3cccs3)n3ncnc3N2)c(Cl)c1 (stereo not given) | 0 | 0.0 | -5 | -0.7 | 4 | 0 | 1 | 4
COC(=O)CN1C(CN2CCOCC2)=Nc2ccc(Br)cc2C1c1ccccc1 (stereo not given) | nt | 0.0 | 3 | -2.8 | nt | nt | nt | -27
CC(Oc1cccc(Cl)c1)C(=O)Nc1cc(S(=O)(=O)N2CCOCC2)ccc1N1CCCC1 (stereo not given) | -5 | -0.1 | 0 | 0.3 | 0 | 0 | -6 | -5
COc1cc(/C=C/c2ccc3cccc(O)c3n2)c(Br)cc1O | 1 | 2.5 | -3 | 0.7 | 40* | -4 | 2 | 5
Cn1c(Cn2c(=O)sc3ccccc32)nnc1SCC(=O)Nc1ccc(Cl)cc1 | nt | 0.2 | -13 | 4.8 | 5 | -1 | 19 | -11
COc1cccc(C(c2c(N)n(C)c(=O)n(C)c2=O)C(C)[N+](=O)[O-])c1 (stereo not given) | 1 | -0.2 | nt | -0.6 | nt | -3 | 18 | -3
OC(c1ccccc1)(c1ccccc1)C1CCN(C(=S)NC2CCCC2)CC1 | -4 | 0.0 | nt | -3.5 | nt | 5 | -20 | -9
COc1ccc2c3c([nH]c2c1)[C@H](CO)N(Cc1ccccc1)CC31CCN(C(=O)c2ccccn2)CC1 | nt | 0.4 | nt | 2.0 | nt | -6 | 3 | -83
Cc1ccc(C23CC4CC(CC(C(N)=O)(C4)C2)C3)cc1 | -5 | 0.0 | -5 | -1.3 | -1 | -3 | -2 | -9
Nc1ccc2c(c1)C(=NO)c1cc([N+](=O)[O-])ccc1-2 | 1 | 1.3 | 14 | -6.8 | -7 | 3 | -8 | -15
CCCCS(=O)(=O)Nc1ccc(N2CCOCC2)c(S(=O)(=O)N2CCOCC2)c1 | 1 | -0.2 | -11 | 0.1 | -3 | -4 | 21 | -1
O=C(C[C@@H]1CC[C@@H](NC(=O)C2CCOCC2)[C@@H](CO)O1)NCC1CC1 | nt | -0.2 | nt | 0.2 | nt | -1 | -6 | 2
CC(C)CC#Cc1ccc2c(c1)O[C@@H](CN(C)Cc1ccncc1)[C@H](C)CN([C@H](C)CO)S2(=O)=O | 6 | -0.5 | 4 | 4.1 | -4 | 2 | 30 | 15
CCOC(CNC(=O)Cc1c(C)nc2c(-c3ccccc3)c(C)nn2c1C)OCC | -1 | 0.2 | nt | -4.1 | nt | 5 | 2 | 3
Cc1nn(Cc2c(F)c(F)c(F)c(F)c2F)c(C)c1NC(=O)c1nn(C)c(C)c1Br | -2 | 0.0 | 6 | -0.8 | -7 | -3 | -1 | -25
COc1cc(C(=O)NC2CCN(C)CC2)ccc1Nc1ncc2c(n1)N(CCc1ccccc1)CCC(=O)N2C | 4 | 0.4 | 33 | 6.9 | -2 | -3 | -19 | 81*
CC(=O)c1cccc(N(CC(=O)Nc2ccccc2C(=O)N2CCCC2)S(C)(=O)=O)c1 | 1 | 0.0 | -2 | -1.6 | nt | -3 | 32 | -13
COc1ccccc1/C=N/NC(=O)CC(=O)NC1CCCCC1 | -7 | 0.3 | nt | 0.2 | nt | -6 | -7 | -8
CC(NC(=O)c1ccc(CS(C)(=O)=O)cc1)c1ccc(-n2ccnc2)cc1 (stereo not given) | -9 | 0.0 | -11 | 0.8 | -4 | -1 | -5 | -8
Cc1noc(C)c1S(=O)(=O)Nc1cccc2c1O[C@H](CN(C)Cc1ccc(C(=O)Nc3ccccc3N)cc1)[C@H](C)CN([C@H](C)CO)C2=O | nt | 0.0 | nt | -0.9 | nt | 0 | -7 | 21
COc1ccc(-n2cc(-c3ccccc3)c3c(NN4CCOCC4)ncnc32)cc1 | 10 | 0.0 | -2 | 0.0 | -7 | 0 | 0 | -21
CC(=O)NCCCC[C@@H]1NC(=O)[C@@H]2C[C@H](C(=O)O)[C@H](c3ccc(O)cc3)N2C1=O | 11 | nt | -5 | -0.3 | nt | 0 | nt | 5
CN1c2ccc(Br)cc2[C@H]2[C@H](CCN2C(=O)Cc2cccnc2)[C@@H]1CO | 3 | 0.0 | 0 | -1.8 | -11 | 0 | 9 | 1

An excerpt of these results, with each value named:
smiles: COc1ccccc1/C=N/NC(=O)CC(=O)NC1CCCCC1
  ARNT TACC3 PPI: -7
  XiGFP reactiv: 0.3
  RAD54 inh: nt
  CFTR F508del cor: 0.2
  esBAF inh: nt
  ERAP1 HTS inh: -6
  INS-1E GSIS act: -7
  RAD52 inh: -8

smiles: CC(NC(=O)c1ccc(CS(C)(=O)=O)cc1)c1ccc(-n2ccnc2)cc1 (stereo not given)
  ARNT TACC3 PPI: -9
  XiGFP reactiv: 0.0
  RAD54 inh: -11
  CFTR F508del cor: 0.8
  esBAF inh: -4
  ERAP1 HTS inh: -1
  INS-1E GSIS act: -5
  RAD52 inh: -8
